N370S GC: inhibitors or activators of N370S glucocerebrosidase for Gaucher disease; N370S GC spleen homogenate, 4MU-glucoside fluorescence; actives 0.092% (n = 330,000); Potency, µM (titrated, usually from 59.4 µM), for the others: at the top dose activity change, negative = inhibition, hits mostly inhibitors; AID 2101;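 note: 0% = full enzyme activity and -100% = no enzyme basal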
DT40 TDP1 no CPT: qHTS for Inhibitors of human tyrosyl-DNA phosphodiesterase 1 (TDP1): qHTS in cells in absence of CPT; DT40 Tdp1-/- hTDP1 cells, no CPT, ATP luminescence, 48 h; Potency, µM (titrated, usually from 46.2 µM), for inactives: at the top dose activity change, negative = growth inhibition, usual class: inhibitors; actives 15% (n = 420,000); AID 686978, 2013; note: nearly all actives have a fitted effect of over 55% in size
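Stably hTDP1-transfected Tdp1-null chicken DT40 cells were treated with library compounds minus camptothecin and grown for at least 48 hr at 37 °C, after which cellular ATP was quantified by luminescence.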
TDP1 inh: TDP1 (human) enzyme inhibition; Q9NUW8; actives 0.28% (n = 350,000); recombinant TDP1, AlphaScreen DNA substrate cleavage; AID 485290; Potency, µM (doses to about 130 µM), for the others: top-dose activity change, negative = inhibition, hits mostly inhibitors; note: nearly all actives have a fitted effect of over 40% in size
Target sequence (Q9NUW8 whole entry, looked up): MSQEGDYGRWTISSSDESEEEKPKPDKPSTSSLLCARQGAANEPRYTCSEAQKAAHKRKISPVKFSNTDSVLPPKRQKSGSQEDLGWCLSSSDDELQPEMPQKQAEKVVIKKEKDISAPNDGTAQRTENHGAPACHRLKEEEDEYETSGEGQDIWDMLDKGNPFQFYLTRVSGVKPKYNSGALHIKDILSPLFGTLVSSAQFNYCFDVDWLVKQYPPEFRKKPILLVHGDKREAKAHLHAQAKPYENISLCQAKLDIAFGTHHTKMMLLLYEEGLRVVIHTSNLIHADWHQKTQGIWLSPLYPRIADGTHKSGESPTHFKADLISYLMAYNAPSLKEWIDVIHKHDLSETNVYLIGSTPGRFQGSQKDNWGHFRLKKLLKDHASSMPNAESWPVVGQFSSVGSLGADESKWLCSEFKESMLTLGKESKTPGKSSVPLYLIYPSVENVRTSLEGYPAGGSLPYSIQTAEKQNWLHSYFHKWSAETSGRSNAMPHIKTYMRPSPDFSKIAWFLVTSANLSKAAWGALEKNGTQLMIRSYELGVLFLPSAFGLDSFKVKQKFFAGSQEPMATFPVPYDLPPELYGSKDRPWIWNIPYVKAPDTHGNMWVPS
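AlphaScreen read-out: signal falls as enzyme removes the 3' tyrosine-FITC from a 5'-biotinylated DNA oligo (15 nM, 5 min, RT). Enzyme was E. coli-made recombinant Tdp1 at 1 nM, exposed to compound for 15 min beforehand; beads 10 ug/ml, 10 min.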
* = called active by the depositor; ? = inconclusive; / = not tested or not shown; [ ] = dose if it differs, or a comment. Calls come from the whole dose curve; as a rule, active = well fitted curve in the direction sought with a large enough effect; inconclusive = small, poorly fitted or top-dose-only effect, or another doubt; inactive = no such curve, though single readings can be large; an effect the other way counts as inactive or inconclusive. Unless noted, % is set by controls: 0 for no effect and ±100 for the full control effect; potency is the fitted concentration of half-maximal effect.

Every second line gives: N370S GC, DT40 TDP1 no CPT, TDP1 inh
O=C(NCc1ccccc1C(F)(F)F)C12CN(Cc3ccccc3)CC1C(c1ccc([N+](=O)[O-])cc1)=NO2 (configuration not stated)
    -3%, -25%, 8%
NC(=O)NC(Cc1ccccc1)C(=O)NCC1(N2CCCCC2)CCCCC1 (configuration not stated)
    ?, -37%, 2%
Cc1c(NC(=O)COC(=O)C2(c3ccccc3F)CCCC2)c(=O)n(-c2ccccc2)n1C
    2%, -22%, -1%
O=C(Nc1ccc2c(c1)OCO2)C1CCN(S(=O)(=O)c2cccc3cccnc23)CC1
    ?, -24%, 8%
CCC(Oc1ccc(Cl)cc1)C(=O)N1CC(=O)Nc2ccccc21 (configuration not stated)
    -3%, ?, 0%
CC1(C)OC2OC(COC(=O)c3ccccc3)C3OC(C)(C)OC3C2O1 (configuration not stated)
    4%, -17%, -3%
CCNc1ncc2nc(-c3ccc(Cl)cc3)c(=O)n(-c3ccc(OC)cc3)c2n1
    19%, 13µM*, /
Cc1ccc(NC(=O)Nc2ccc3c(c2)CCC3)cc1C
    -7%, 12%, 2%
COc1cc(C2c3[nH]c4ccccc4c3CC3C(=O)N4C(Cc5c([nH]c6ccccc56)C4c4cc(OC)c(OC)c(OC)c4)C(=O)N32)cc(OC)c1OC (configuration not stated)
    2%[12.8 µM], /, 7%[21 µM]
CCSc1nc2c(c(=O)n1CC)SC(C)C2 (configuration not stated)
    3%, -21%, 2%
CCSc1ncc(Cl)c(C(=O)Nc2nc3ccc(OC)cc3s2)n1
    /, -21%, 4%
CC(=O)Nc1cccc(/C(C)=N/NC(=O)c2ccc(NS(=O)(=O)c3cccs3)cc2)c1
    5%, -40%, 7%
Cc1ccc(C)c(OCc2nnc(SCC(=O)NCc3ccc4c(c3)OCO4)o2)c1
    14%, -21%, 0%
CCn1c(=S)sc2c(=O)n(-c3ccccc3)c(SC)nc21
    ?, ?, -3%
CCCNC(=O)c1ccc(N2CCC3(CC2)CC(c2ccccc2)=NO3)c(NC(=O)c2ccco2)c1
    -4%, 16µM*, /
COc1ccc(CNC(=O)c2cccc(N3CCCC3=O)c2)cc1
    -6%, -4%, 7%
CCc1nnc(N2C(=O)c3ccc(Oc4ccc([N+](=O)[O-])cc4)cc3C2=O)s1
    1%, ?, -1%
CCCCNC(=O)NS(=O)(=O)c1ccc(N)cc1
    -1%, -27%, 5%
CCOCCCNC(=O)CN1C(=O)CSc2ccc(S(=O)(=O)N3CCOCC3)cc21
    1%, 32%[activator], 3%
CN1CCN(c2ccc(NC(=O)COc3ccc4ccccc4c3)cc2)CC1
    -1%, ?, /
COc1cccc(C(=O)N2CCCC(c3nc(-c4cccs4)no3)C2)c1 (configuration not stated)
    13%, ?, 5%
O=C(NCc1cccnc1)c1ccc(NS(=O)(=O)c2cccc([N+](=O)[O-])c2)cc1
    /, -8%, 2%
Clc1ccc(-n2ncc3c(N4CCCCCC4)ncnc32)cc1
    12%, ?, -1%
COc1ccc(C(=O)CSc2nnc(Cn3cnc4ccccc43)o2)cc1
    0%, 16µM*, 7%
O=C(NCCN1CCOCC1)C(=O)NCc1ccco1
    -2%, 5%, -5%
Cc1ccc(OCC(=O)Nc2nc(-c3ccc(Br)cc3)ns2)cc1C
    /, -30%, 5%
CCCCC(=O)Nc1ccccc1Oc1ccccc1
    3%, ?, -2%
CS(=O)(=O)Nc1cccc(-c2nccc(Nc3ccc(F)cc3)n2)c1
    -1%, ?, /
CC(C)Sc1nc(N2CCOCC2)c2c(c1C#N)CC(C)(C)SC2
    ?, ?, 1%
Cc1cccc(NC(=O)C2CCN(S(=O)(=O)c3ccc4c(c3)C(C)(C)C(=O)N4C)CC2)c1C
    0%, ?, /
CN(CCO)c1ccc(-c2nn(C)c(=O)c3ccccc23)cc1[N+](=O)[O-]
    5%, 8.2µM*, 8%
COc1ccc(NC(=O)Cn2nc(C)c3ccccc3c2=O)cc1
    2%, 12%, /
COc1cc(NC(=O)c2cccnc2SC)cc(OC)c1
    5%, -9%, 5%
COc1ccccc1NS(=O)(=O)c1cc(NC(=O)c2cc[n+]([O-])cc2)ccc1N1CCCC1
    -18%, ?, 3%
O=C(Cc1ccc(NC2=NC3CS(=O)(=O)CC3S2)cc1)NCc1ccccc1 (configuration not stated)
    0%, 8%, /
CCOc1ccc(NC(=O)NNC(=O)c2ccc(CC)s2)cc1
    6%, 1%, 5%
COc1cccc(N2CCN(C3CC(=O)N(c4ccc(F)c(Cl)c4)C3=O)CC2)c1 (configuration not stated)
    9%, -16%, 2%
CCOC(=O)c1[nH]cnc1C(=O)Nc1ccc(Cl)cc1
    7%, -9%, 0%
CCOc1ccc(C(C)NC(=O)c2ccc3c(c2)NC(=O)C(C)S3)cc1OCC (configuration not stated)
    /, -14%, 1%
Cc1ccc(CN2CCc3[nH]c(=O)[nH]c(=O)c3C2)cc1
    -3%, -19%, 2%

(cont.)
compound | N370S GC | DT40 TDP1 no CPT | TDP1 inh
CCc1cc(C(=O)N2CCCC(CCC(=O)NCc3cccc(OC)c3)C2)no1 (configuration not stated) | 6% | -19% | /
O=C(Cc1csc(Nc2nc(=S)[nH]c3ccccc23)n1)N1CCN(c2cccc(Cl)c2)CC1 | -4% | 15µM* | 8%
O=C(CS(=O)CC(=O)N(CC(=O)NC1CCCC1)C1CCCC1)Nc1ccc(F)cc1 (configuration not stated) | -7%[2.35 µM] | -17% | -1%
O=C(NC(=S)Nc1nc(-c2ccc(Br)cc2)cs1)c1ccco1 | 7% | ? | 0%
COc1ccccc1N1C(=O)C=C(Sc2nc(C)cc(C)n2)C1=O | 8% | 2.3µM* | 7%
COC(=O)c1cc2sccc2n1Cc1ccc(F)cc1Cl | / | -21% | -3%
COc1ccccc1-c1cc2nc(C)cc(C)n2n1 | 6% | -8% | -3%
COc1cc(/C=N/NC(=O)c2cc3ccccc3[nH]2)ccc1O | -20% | -2% | /
COC(=O)N=Nc1c(O)n(Cc2ccccc2)c2ccccc12 | 5% | ? | 6%
O=C(Cc1ccccc1)NNS(=O)(=O)c1ccccc1[N+](=O)[O-] | -6% | 22% | -10%
COc1ccc(C(=O)N(C)CC2CCN(CCc3cccc(C(F)(F)F)c3)CC2)cc1C | -14% | ? | /
CCc1cccc2cc(C(O)CNC(C)(C)C)oc12 (configuration not stated) | -7% | / | 6%
FC(F)(F)c1ccc(C2=Nc3ccccc3NC(c3cccs3)=N2)cc1 | / | ? | 7%
CC(OC(=O)c1nn(C(C)C)c(=O)c2ccccc12)C(=O)Nc1ncc(Cl)cc1Cl (configuration not stated) | 3% | 18µM* | 0%
O=C(Cc1ccc(Cl)cc1)NNc1c(F)c(F)cc(F)c1F | 2% | -24% | 0%
Cc1cc2oc(C(=O)Nc3ccc(S(=O)(=O)Nc4ncccn4)cc3)cc(=O)c2cc1C | / | -14% | 5%
CCN(CC)CCCNC(=O)c1cc(-c2ccc(OC)c(OC)c2)on1 | / | 32%[activator] | -1%
COc1ccc(N(C2=NCCCS2)S(=O)(=O)c2ccc(C(C)(C)C)cc2)cc1 | -1% | ? | -4%
O=C(c1cccn1-c1nnc(N2CCCCC2)s1)N1CCN(c2ccc(Cl)cc2)CC1 | / | 26µM* | 3%
COc1ccc2c(c1)C1NC(=S)NC(C)(O2)C1C(=O)Nc1ccc(Cl)cc1 (configuration not stated) | 11% | ? | 3%

Filtered by structure: the entries above containing bromine
compound | N370S GC | DT40 TDP1 no CPT | TDP1 inh
Cc1ccc(OCC(=O)Nc2nc(-c3ccc(Br)cc3)ns2)cc1C | / | -30% | 5%
O=C(NC(=S)Nc1nc(-c2ccc(Br)cc2)cs1)c1ccco1 | 7% | ? | 0%

Other compounds:
compound | N370S GC | DT40 TDP1 no CPT | TDP1 inh
COc1cccc(NC(=O)c2nc(S(C)(=O)=O)ncc2Cl)c1 | -6% | 0.65µM* | 3%
COc1ccccc1NS(=O)(=O)c1cccc(N=C2N=C(N)c3ccccc32)c1 | -29% | 23µM* | 5%
Cc1ccc(S(=O)(=O)N2CCN(C(=O)c3n[nH]c(=O)c4ccccc34)CC2)c(C)c1 | / | ? | 1%[56.1 µM]
Cc1cc(C)n(-c2nc(-c3ccc(Cl)cc3)cs2)n1 | 17% | -12% | -5%
Cc1sc(NC(=S)NC(=O)c2cccs2)nc1-c1ccc(CC(C)C)cc1 | / | ? | 1%
Cn1cc(SCC(=O)NC2CCCCC2)c2ccccc21 | -9% | 2% | 3%
COc1cccc(CNC(=O)CSCc2cnn(-c3ccccc3)c2-n2cccc2)c1 | 4% | ? | 7%
COc1cc(CN(C)CC(=O)c2[nH]c(C)c(C(C)=O)c2C)ccc1OC(F)F | 6% | 3.7µM* | 6%
CC(C)N1C(=O)c2ccccc2C1C(=O)NCCc1ccccc1 (configuration not stated) | -1% | 15% | /
Oc1ccc2ccccc2c1CN1CCN(C/C=C/c2ccccc2)CC1 | -6% | -13% | 7%
CC(=O)Nc1ccc(S(=O)(=O)NCCOc2ccc(Cl)cc2C)cc1 | -7% | 13µM* | 0%
CC(C)(C)NC(=O)CC1C[C@H](C(=O)N2CCCCC2)[C@@]2(CCc3ccccc3)c3[nH]c4ccccc4c3CCN2C1=O (some centres not stated) | / | -17% | 1%
Cc1nc(SCc2cccc(F)c2)c2oc3ccccc3c2n1 | 13% | ? | -12%
Cc1ccc(S(=O)(=O)N(C)CC(=O)N/N=C/c2ccc(C)o2)cc1 | 5% | -19% | /
CC(C)(C)c1ccc(S(=O)(=O)NCCc2ccncc2)cc1 | -5% | 16µM* | 0%
COCCn1ccc2c(OCC(=O)Nc3cccc(NC(C)=O)c3)cccc2c1=O | -2% | -25% | -8%
CN(C)N1C(N)=C(C#N)C(c2ccccc2)C2=C1CC(C)(C)CC2=O (configuration not stated) | -7% | -13% | /
O=S(=O)(c1cnc(Cl)c(Br)c1)N1CCc2ccccc21 | 11% | ? | 1%
CCc1ccc(N(CC(=O)NC2CC2)S(=O)(=O)c2ccc(C)cc2)cc1 | ? | -11% | 3%
CN(C)S(=O)(=O)N1CCc2ccc(NC(=O)C3CCCO3)cc2C1 (configuration not stated) | 4% | 2% | 4%

One compound at a time, from the list above. Order of values: N370S GC	DT40 TDP1 no CPT	TDP1 inh
CC(C)(C)NC(=O)CC1C[C@H](C(=O)N2CCCCC2)[C@@]2(CCc3ccccc3)c3[nH]c4ccccc4c3CCN2C1=O (some centres not stated) across the screens: /	-17%	1%
COCCn1ccc2c(OCC(=O)Nc3cccc(NC(C)=O)c3)cccc2c1=O across the screens: -2%	-25%	-8%

Following part.
compound | N370S GC | DT40 TDP1 no CPT | TDP1 inh
Cc1ccccc1Cn1nc(C)c(NC(=O)c2cc(-c3ccco3)on2)c1C | -9% | ? | 5%
Fc1ccc(N2CCN(C(=S)NCc3ccco3)CC2)cc1 | 4% | ? | 11%
CCC(C)NC(=O)CSc1nnc(-c2cc(OC)c(OC)c(OC)c2)c(-c2cc(OC)c(OC)c(OC)c2)n1 (configuration not stated) | -15% | 17% | /
Cc1ccc(CN(C(=O)c2cccs2)C2CCS(=O)(=O)C2)cc1 (configuration not stated) | -5% | -13% | 3%
c1ccc(CN2CCC(=NNc3nc4ccccc4[nH]3)CC2)cc1 | -3% | -24% | 8%
CCOC(=O)c1c(C)[nH]c(C(=O)Cn2nnc(-c3ccc(Cl)cc3)n2)c1C | -21% | ? | 4%
CCNC(=O)NC(=O)CSc1ccccc1F | 11% | -7% | 5%
CCOc1ccc(NC(=O)NCCCn2c(C)nc3cc(C)c(C)cc32)cc1 | -13% | ? | 9%
CCc1c2c(nc3ccc(OC)cc13)OC(CC)C2 (configuration not stated) | 16% | / | 4%
CC(=O)N1CCc2c(sc(NC(=O)Cc3ccc(C)cc3C)c2C#N)C1 | -7% | 18% | 5%

Among those listed so far, these have a CF3 group:
compound | N370S GC | DT40 TDP1 no CPT | TDP1 inh
O=C(NCc1ccccc1C(F)(F)F)C12CN(Cc3ccccc3)CC1C(c1ccc([N+](=O)[O-])cc1)=NO2 (configuration not stated) | -3% | -25% | 8%
COc1ccc(C(=O)N(C)CC2CCN(CCc3cccc(C(F)(F)F)c3)CC2)cc1C | -14% | ? | /
FC(F)(F)c1ccc(C2=Nc3ccccc3NC(c3cccs3)=N2)cc1 | / | ? | 7%

Continued:
compound | N370S GC | DT40 TDP1 no CPT | TDP1 inh
CC(=O)OCCBr | -6% | / | 8%
Cc1nn(C)cc1S(=O)(=O)NCc1ccccc1Cl | -5% | 14% | 2%
Cc1nn(-c2ccccc2C(F)(F)F)c(=O)c2noc(C)c12 | 17% | -16% | 0%
Cc1ccc(C)c(S(=O)(=O)N2CCN(C(=O)Cn3cnc4c3c(=O)n(C)c(=O)n4C)CC2)c1 | -2% | 15% | 8%

Screens: PubChem, National Center for Advancing Translational Sciences (NCATS)

The list is partial; count on the stated rates, not on these rows.
